# PI5P4Ka inh = inhibitors of human PI5P4K alpha. PI5P4Kalpha enzyme, ADP-Glo luminescence, 60 min; stronger effect = lower value. P48426. max response, %. hit rate 1.2% among 330,000. AID 652105; active = max response of -50% or lower; inconclusive = between -30% and -50%; inactive = -30% or higher; note: value at the top dose of about 77 µM; % is set by controls: 0 for no effect and ±100 for the full control effect
#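 Compounds were pin-transferred onto PI5P4Kalpha and substrate in HEPES pH 7.4 buffer with EGTA, CHAPS and 5% DMSO. ATP (5 microM final) started the reaction, which ran 60 minutes at room temperature before ADP-Glo detection.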
# PLK1 PBD inh = PLK1 (human) polo-box domain binding inhibition; P53350; Plk1 PBD binding of FITC phosphopeptide, fluorescence polarization; Potency, µM, without a hit: max response, negative = inhibition, most hits filed as inhibitors; hit rate 2.8% among 360,000; AID 720504; note: potency is the fitted concentration of half-maximal effect; series mostly up to about 57 µM; % is set by controls: 0 for no effect and ±100 for the full control effect; nearly all actives have a fitted effect of over 65% in size
# CCT modulator = changes cytosolic chaperonin activity. purified chaperonin ATPase assay, HTRF ADP detection, 30 min. hit rate 0.3% among 360,000. activity change, % (no concentration beside the values), hits read low; in the data active = activity change below about -30%; note: % is set by controls: 0 for no effect and ±100 for the full control effect
#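 First, chaperonin was dispensed at 40 nM or 20 nM final depending on batch activity. Next, compounds were pinned at 76 uM and ATP added at 10 uM. After 30 min at 37 °C, ADP detection reagents ran 30 min at ambient temperature.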
# EPAC2 ag = EPAC2 (human) agonism. hit rate 0.079% among 360,000. Q8WZA2. EPAC2 activation, biochemical qHTS; response scale: 100% = 6.5 mM cAMP response. Potency, µM (series often up to 154 µM), for inactives: at the top dose activation, most hits filed as activators. AID 720711; note: potency is the fitted concentration of half-maximal effect; nearly all actives have a fitted effect of over 50% in size
# Target sequence (Q8WZA2 whole entry, looked up): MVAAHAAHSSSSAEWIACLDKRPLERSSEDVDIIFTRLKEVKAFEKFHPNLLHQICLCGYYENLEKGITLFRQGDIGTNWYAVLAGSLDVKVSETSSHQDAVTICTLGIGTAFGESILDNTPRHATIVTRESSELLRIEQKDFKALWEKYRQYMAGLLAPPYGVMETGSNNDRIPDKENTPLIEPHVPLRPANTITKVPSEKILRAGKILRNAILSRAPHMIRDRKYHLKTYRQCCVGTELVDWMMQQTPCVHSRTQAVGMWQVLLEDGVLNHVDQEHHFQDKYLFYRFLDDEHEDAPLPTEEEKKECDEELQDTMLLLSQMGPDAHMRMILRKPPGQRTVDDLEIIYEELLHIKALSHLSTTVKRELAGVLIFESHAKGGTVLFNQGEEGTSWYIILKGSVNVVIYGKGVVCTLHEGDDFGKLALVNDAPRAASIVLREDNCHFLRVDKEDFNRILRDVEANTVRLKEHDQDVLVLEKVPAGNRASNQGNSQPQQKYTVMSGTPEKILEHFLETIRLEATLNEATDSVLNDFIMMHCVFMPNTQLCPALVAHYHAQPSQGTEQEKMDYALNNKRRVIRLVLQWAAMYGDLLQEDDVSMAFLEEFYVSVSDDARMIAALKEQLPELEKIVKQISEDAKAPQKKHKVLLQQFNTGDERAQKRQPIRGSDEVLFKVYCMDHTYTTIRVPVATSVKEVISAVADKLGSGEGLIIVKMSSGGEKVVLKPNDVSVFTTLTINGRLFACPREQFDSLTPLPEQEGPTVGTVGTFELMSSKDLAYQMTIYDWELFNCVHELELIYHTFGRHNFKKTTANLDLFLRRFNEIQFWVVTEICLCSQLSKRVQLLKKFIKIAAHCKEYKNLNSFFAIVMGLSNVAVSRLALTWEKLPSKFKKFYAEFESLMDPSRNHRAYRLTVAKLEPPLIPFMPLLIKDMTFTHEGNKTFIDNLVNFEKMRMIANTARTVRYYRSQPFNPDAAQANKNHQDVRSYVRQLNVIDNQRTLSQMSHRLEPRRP
#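 Nucleotide exchange monitored as fluorescence drop when BODIPY-GDP leaves Rap1B. Reaction: 100 nM EPAC2, 250 nM RAP1B-BODIPY-GDP, 50 uM GDP, room temperature, kinetic read over 30 min. Activity expressed relative to 6.5 mM cAMP.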
# EPAC1 antag = blocks human EPAC1 exchange factor; EPAC1 GEF assay, Rap1b-BODIPY-GDP exchange fluorescence; hit rate 0.14% among 360,000; Potency, µM (highest dose often 115 µM), inactives show at the top dose activity change, negative = inhibition, actives largely listed as inhibitors;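 note: potency is the fitted concentration of half-maximal effect; plate controls were vehicle for no effect and positive control for full effect; nearly all actives have a fitted effect of over 50% in size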
# IL-2 act = activators of IL-2; IL-2 activation reporter assay, cell-based qHTS; stimulated with anti-CD3/CD4/CD28 beads; in transgenic mouse T cells; activation, % (series mostly up to about 46 µM); hit rate 0.065% among 360,000; AID 652025; in the data active = activation above about 50%; inconclusive = mostly about 30% to 49%; note: 0% is about no effect
#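 EGFP and DsRed fluorescence is measured by plate cytometry in unstimulated transgenic mouse T cells exposed to compound for 60 minutes, then stimulated 18 hours at 37 degrees C with anti-CD3/anti-CD4 beads plus anti-CD28.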
# EPAC1 agonist = activates human EPAC1 exchange factor; EPAC1 agonist qHTS, biochemical assay; response scale: 100% = response to 6.5 mM cAMP; Potency, µM (top dose mostly 154 µM), for inactives: at the highest dose activation, most hits filed as activators; hit rate 0.073% among 360,000; note: potency is the fitted concentration of half-maximal effect; nearly all actives have a fitted effect of over 60% in size
#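 Nucleotide exchange assay: 100 nM EPAC1 with 250 nM Rap1B loaded with BODIPY-GDP and 50 uM GDP, room temperature. Fluorescence (480/540 nm) read every 5 min for 30 min; signal change normalized to 6.5 mM cAMP as full agonist.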
# WRN inhibitor = WRN helicase (human) inhibition. Q14191. WRN helicase unwinding, fluorescent forked duplex, kinetic. Potency, µM (titrated, usually from 114 µM), without a hit: top-dose activity change, negative = inhibition, actives largely listed as inhibitors. hit rate 0.46% among 360,000; note: potency is the fitted concentration of half-maximal effect; % is set by controls: 0 for no effect and ±100 for the full control effect; nearly all actives have a fitted effect of over 55% in size
#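 Screening of the MLSMR collection measured strand separation of a quenched forked DNA duplex (100 nM) by 20 nM WRN with 2 mM ATP, all final. Compounds were preincubated with enzyme 15 min at room temperature.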
# * marks the source's active call; other numbers are inactive results; ? = inconclusive; · = not tested or not shown; [ ] = dose if it differs, or a comment. Unless noted, calls come from the whole dose curve; as a rule, active = well fitted curve in the direction sought with a large enough effect; inconclusive = small, poorly fitted or top-dose-only effect, or another doubt; inactive = no such curve, though single readings can be large; an effect the other way counts as inactive or inconclusive.
no.	structure	PI5P4Ka inh	PLK1 PBD inh	CCT modulator	EPAC2 ag
1	CCC(C)CN1C(=O)CN(S(C)(=O)=O)CC1(C)C(=O)Nc1c(C)cccc1C (stereo not given)	-2	4%	·	-1%
2	CCCOC(=O)Cn1cnc2scc(-c3ccc(C)cc3)c2c1=O	1	-11%	-2.3	8%
3	CCN1CCCC1CNCc1cccc(OC)c1OCc1ccccc1F (stereo not given)	·	1%	-2.1	2%
4	Cc1ccc(Oc2ncccc2CO)cc1	3	-11%	1.0	1%
5	CCc1nc2ccc(C(=O)NCCN3CCOCC3)cn2c1N(CCC(C)C)CCN(C)C	5	0%	-6.7	1%
6	COCCn1nnnc1C(c1cccs1)N1CCN(c2ccccc2)CC1 (stereo not given)	·	-7%	1.7	6%
7	COc1ccc(C(=O)NC(=S)Nc2ccc3c4c(cccc24)CC3)cc1OC	2	-12%	-2.6	13%
8	Cc1cc(C)cc(Oc2ccccc2/C=C\C(=O)O)c1	-1	-7%	-3.4	-3%
9	CSc1nc2c(c(=O)[nH]c(=O)n2C)n1Cc1ccccc1Cl	-8	-14%	-4.7	10%
10	CCCCn1cnc2c(c(-c3ccccc3)c(-c3ccccc3)n2Cc2ccco2)c1=N	-5	7%	-1.6	7%
11	CN(C)c1ncnc(N(C)C)c1[N+](=O)[O-]	-2	11%	0.6	3%
12	CCN(CC)/C(N)=N/c1nc(C)cc(C)n1	2	-3%	2.4	2%

no.	EPAC1 antag	IL-2 act	EPAC1 agonist	WRN inhibitor
1	15%	-0.1	1%	6%
2	-18%	-1.1	-3%	9%
3	-1%	-1.4	5%	-1%[57.1 µM]
4	-22%	-3.8	4%	-3%
5	3%	1.4	6%	4%
6	11%	0.3	-1%	-18%
7	?	5.6	-3%	-28%[57.1 µM]
8	-2%	6.5	1%	-6%
9	-2%	-0.1	15%	-3%
10	3%	1.5	4%	-11%
11	6%	2.2	4%	-5%
12	-18%	-3.4	10%	-5%

# Entries of single compounds as entered above. Order of screens: PI5P4Ka inh | PLK1 PBD inh | CCT modulator | EPAC2 ag | EPAC1 antag | IL-2 act | EPAC1 agonist | WRN inhibitor
# `CCN1CCCC1CNCc1cccc(OC)c1OCc1ccccc1F` (stereo not given) in the list: · | 1% | -2.1 | 2% | -1% | -1.4 | 5% | -1%[57.1 µM]
# `CCCOC(=O)Cn1cnc2scc(-c3ccc(C)cc3)c2c1=O` in the list: 1 | -11% | -2.3 | 8% | -18% | -1.1 | -3% | 9%
# `CCc1nc2ccc(C(=O)NCCN3CCOCC3)cn2c1N(CCC(C)C)CCN(C)C` in the list: 5 | 0% | -6.7 | 1% | 3% | 1.4 | 6% | 4%
# `CSc1nc2c(c(=O)[nH]c(=O)n2C)n1Cc1ccccc1Cl` in the list: -8 | -14% | -4.7 | 10% | -2% | -0.1 | 15% | -3%

# (cont.)
no.	structure	PI5P4Ka inh	PLK1 PBD inh	CCT modulator	EPAC2 ag
13	O=C(Nc1ccccc1O)c1ccc2c(c1)C(=O)N(Cc1ccco1)C2=O	-11	-2%	0.5	3%
14	COc1cc(-c2nc(C)c(C(C)=O)n2O)ccc1OCC(=O)Nc1ccc(F)cc1	-5	-7%	-2.6	8%
15	O=C(Cn1ccc(NC(=O)OCc2ccccc2)nc1=O)NCc1ccc2[nH]ccc2c1	1	0%	-1.3	3%
16	O=c1cc(CSc2nnc(COc3ccccc3)o2)c2ccccc2[nH]1	-1	-16%	0.3	3%
17	Cc1ccc(Cl)c(OCC(=O)Nc2ccc3c(c2)OCCO3)c1	·	-2%	-1.3	-16%
18	OC[C@@H]1CN(Cc2cccs2)C[C@H](n2cnc3c(NC4CCC4)ncnc32)O1	-7	5%	-0.3	0%
19	CCn1c(C)c(C)c2cc(C(=O)NCCCN3CCOCC3)ccc21	-2	2%	-1.8	0%
20	COc1ccc(CCNC(=O)C(=O)NCc2ccc(C(C)C)cc2)cc1OC	3	3%	-1.9	-15%
21	O=C1CCC2(CCCC2)c2ccccc21	-3	3%	-1.2	3%
22	c1coc(-c2nn3c(Cn4nnc5ccccc54)nnc3s2)c1	·	27µM*	0.8	-2%
23	O=C(c1cccc(NS(=O)(=O)c2cccc(F)c2)c1)N1CCCC1	-4	-6%	-1.4	10%
24	CN(Cc1ccccc1)S(=O)(=O)c1ccc(OCC(=O)NCc2ccccn2)cc1	3	0%	1.0	-6%

no.	EPAC1 antag	IL-2 act	EPAC1 agonist	WRN inhibitor
13	14%	-1.9	-14%	-7%
14	-19%	1.6	27%	-6%
15	19%	2.0	-8%	5%
16	0%	-1.0	0%	0%
17	-1%	-1.9	-4%	5%
18	3%	-0.4	2%	-6%
19	13%	-1.1	-3%	-1%
20	5%	0.6	4%	-5%
21	5%	-2.9	8%	-1%
22	-11%	-0.2	0%	-6%
23	18%	0.4	15%	-1%
24	-3%	-0.2	-3%	10%

# Further structures
no.	structure	PI5P4Ka inh	PLK1 PBD inh	CCT modulator	EPAC2 ag
25	N#Cc1c(-c2cccs2)cc(-c2ccccn2)nc1N	-6	-3%	-16	-7%
26	CC1(C(=O)O)CCN1C(=O)c1cccc(C(F)(F)F)c1 (stereo not given)	-1	0%	0.6	-3%
27	Cc1ccccc1C(=O)NC(CC(C)C)C(=O)N1CCN(c2ccccc2)CC1 (stereo not given)	1	1%	-2.4	4%
28	CC(C(=O)NC1CCS(=O)(=O)C1)N1C(=O)/C(=C/c2ccc(Cl)cc2)SC1=S (stereo not given)	-12	?	-1.3	15%
29	CC(C)(C)C1CCC(=NNS(=O)(=O)c2ccc(Br)cc2)CC1 (stereo not given)	2	-3%	-10	-6%
30	O=C(COC(=O)CCSc1ccccc1)Nc1ccccc1	9	-25%	0.7	-2%
31	CC(NC(=O)COC(=O)COc1ccc(Cl)cc1)c1ccccc1 (stereo not given)	-1	-6%	-1.3	-1%
32	O=C(CNS(=O)(=O)c1ccccc1)Nc1ccccc1Br	-2	-15%	-0.3	17%
33	CCCNC(=O)c1ccc2c(=O)c(O)c(-c3cccc(Br)c3)[nH]c2c1	-9	-7%	-4.8	10%
34	O=C(CN1CCN(Cc2ccccc2Cl)CC1)N/N=C/C=C/c1ccccc1[N+](=O)[O-]	3	-21%	-1.6	7%
35	Cn1cccc1C(=O)NC(=O)COC(=O)c1cc(S(=O)(=O)N2CCCCC2)ccc1Cl	-5	21µM*	-7.7	24%
36	O=C(Nc1nc2ccc(F)cc2s1)c1cccc(S(=O)(=O)N2CCc3ccccc32)c1	1	-6%	-3.2	10%

no.	EPAC1 antag	IL-2 act	EPAC1 agonist	WRN inhibitor
25	-21%	0.2	-6%	-32%[57.1 µM]
26	-13%	0.2	11%	6%
27	7%	0.7	2%	6%
28	-14%	-0.2	13%	-8%
29	-7%	2.7	-8%	4%
30	-4%	0.0	-6%	-16%
31	-4%	0.0	5%	5%
32	3%	-0.7	18%	-24%
33	?	0.2	-27%	3%[11.6 µM]
34	-5%	-1.0	14%	-7%
35	?	-0.9	15%	3%[57.1 µM]
36	0%	0.2	8%	-1%

# Later entries.
no.	structure	PI5P4Ka inh	PLK1 PBD inh	CCT modulator	EPAC2 ag
37	C#CCOCCOCCOCCNc1nc(N2CCN(C(=O)[C@H](CCCCN)n3cc(CN)nn3)CC2)nc(N2CCN(C(=O)[C@H](CCC(=O)O)n3cc(CN)nn3)CC2)n1	1	0%	-0.8	2%
38	CS(=O)(=O)N(CC(=O)N1CCCC1)c1ccc(F)cc1	4	3%	1.6	8%
39	O=C(Cn1nnc(-c2ccccc2Cl)n1)Nc1cccc(S(=O)(=O)N2CCCC2)c1	-1	0%	0.1	-4%
40	O=C(CSc1cn[nH]n1)Nc1cccc(C(F)(F)F)c1	-4	-21%	0.2	6%
41	CCOc1ccc(NC(=O)NCCCSC2CCCCC2)cc1	·	-3%	2.1	1%
42	COc1ccccc1Oc1nc(-c2cccnc2)nc2ccccc12	2	-4%	-2.1	18%
43	COC(=O)[C@@H]1C[C@H]2CC[C@H](O)C[C@H]2N1Cc1ccc(Cl)cc1	1	-2%	-1.0	6%
44	COc1ccc(Br)cc1/C=N/n1c(COc2ccccc2)n[nH]c1=S	-4	-26%	-0.2	15%
45	COC(=O)c1cc(C#N)c(SCc2ccccc2)nc1C	1	2%	-2.3	11%
46	COC(=O)[C@@H]1Cc2c([nH]c3ccccc23)C(C)(C)N1C(=O)CCl	-2	-9%	0.3	7%
47	Cc1ccc(N(CC2CO2)S(=O)(=O)c2ccc([N+](=O)[O-])cc2)cc1 (stereo not given)	5	-2%	0.1	0%
48	COn1c(-c2ccc(Cl)cc2Cl)nc2ncccc21	-21	-3%	-2.6	5%

no.	EPAC1 antag	IL-2 act	EPAC1 agonist	WRN inhibitor
37	7%	0.2	-8%	1%
38	7%	0.2	0%	14%
39	-5%	-0.6	4%	-1%
40	0%	0.1	0%	7%
41	1%	-0.6	-5%	-3%
42	?	-2.3	19%	-3%[57.1 µM]
43	3%	1.6	-13%	-1%
44	2%	-3.7	9%	3%
45	-17%	-3.9	10%	-10%
46	0%	-0.8	2%	10%
47	?	1.2	-13%	4%
48	?	0.1	2%	-24%

# Next compounds:
no.	structure	PI5P4Ka inh	PLK1 PBD inh	CCT modulator	EPAC2 ag
49	Cc1ccc(S(=O)(=O)NC(=O)C2(C)CCN2C(=O)c2ccccc2CCc2ccccc2)cc1 (stereo not given)	3	-11%	-0.1	14%
50	Cc1cccc(CSc2nc3ccccc3c(=O)n2C)c1	18	5%	-0.3	7%
51	CCCCOc1ccc(/C=C(\C(=O)O)c2ccc(S(=O)(=O)N3CCCC3)s2)cc1	-10	?	0.0	-15%
52	CSc1ccc(CN(C)CC(=O)Nc2c(F)cccc2F)cc1	0	-13%	-5.3	23%
53	CCOC(=O)c1ccc(N2Cc3ccccc3C2=NC(=O)c2ccncc2)cc1	1	-6%	-0.1	12%
54	COc1ccc(CN(CC(=O)NCc2ccc(F)cc2)C(=O)CCC(=O)Nc2ccccn2)cc1	-1	-8%	-2.2	15%
55	COc1cc(C(C)=O)ccc1Oc1ncnc2c1cnn2-c1ccc(F)cc1	12	-1%	0.5	-3%
56	CCOC(=O)Cc1nnc(NC(=O)c2ncn[nH]2)s1	-29	-6%	-1.2	5%

no.	EPAC1 antag	IL-2 act	EPAC1 agonist	WRN inhibitor
49	-18%	-0.4	2%	-4%
50	-12%	-1.0	-6%	-2%
51	1%	-0.1	-6%	-4%
52	-11%	-3.5	5%	?
53	-20%	0.3	2%	3%
54	-8%	-4.2	-20%	9%
55	-13%	0.0	11%	6%
56	-19%	0.3	9%	-23%[57.1 µM]

# Assay outcomes deposited in PubChem BioAssay by National Center for Advancing Translational Sciences (NCATS).

# Only part of the results is shown; the hit share may differ from the screen's.
